# CHO-K1 Ca PAM – nonselective calcium activators in parental CHO-K1 cells, primary screen, counter-screen for M1 PAM project, cell-based, Fluo-8 calcium fluorescence, full deck, 1536-well; ATP EC20; 0% at ATP EC20, 100% at ATP max; activation, % at 3 µM; actives 0.02% (n = 360,000); AID 602247, 2012;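 active = activation above the run cutoff, the mean activation of all test compounds plus 3 SD, cut at about 40% in these data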;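 also: peak over basal fluorescence ratio in a 140 s read after ATP addition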
# M1 antag – human M1 muscarinic receptor antagonists, primary screen, CHO-K1 cells, Fluo-8 calcium fluorescence, 1536-well; Muscarinic acetylcholine receptor M1 (Homo sapiens), P11229; CHO-K1 hM1, ACh EC80 antagonist; inhibition, % at 3 µM; actives 1.3% (n = 360,000); AID 588852, 2011;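 active = percent inhibition above its own plate's cutoff, namely the mean of that plate's compound wells plus 3 SD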;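 also: peak over basal fluorescence ratio during 140 s after agonist addition; 0% = ACh EC80 plus DMSO and 100% = DMSO alone without agonist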
# Target sequence (P11229 whole entry, looked up): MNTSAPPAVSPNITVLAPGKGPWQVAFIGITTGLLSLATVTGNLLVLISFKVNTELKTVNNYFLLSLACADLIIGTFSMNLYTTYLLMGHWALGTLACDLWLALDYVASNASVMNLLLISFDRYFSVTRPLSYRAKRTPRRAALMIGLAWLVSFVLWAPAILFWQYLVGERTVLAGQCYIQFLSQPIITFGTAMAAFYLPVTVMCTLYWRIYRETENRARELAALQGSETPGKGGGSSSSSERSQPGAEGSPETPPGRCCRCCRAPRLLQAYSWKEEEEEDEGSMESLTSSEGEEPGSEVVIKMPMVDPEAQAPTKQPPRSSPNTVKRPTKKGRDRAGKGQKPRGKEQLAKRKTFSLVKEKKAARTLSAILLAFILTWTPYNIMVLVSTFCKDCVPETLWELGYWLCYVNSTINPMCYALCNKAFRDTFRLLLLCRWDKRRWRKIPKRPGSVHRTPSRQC
# M1 ag parental – counter-screen for M1 agonists: effect in parental CHO-K1 cells; Fluo-8 calcium fluorescence; scaled to maximal ATP response, vehicle zero; activation, % at 3 µM; actives 0.48% (n = 360,000); AID 602248, 2012; in the data active = activation above about 15%;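 also: untransfected CHO-K1 host cells lacking M1 receptor as counterscreen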
# CHO parental Ca – ATP-evoked calcium signal inhibitors, parental CHO, primary screen, counter-screen for OX1R antagonist project, cell-based, fluorescence, Fluo-8 calcium dye; parental CHO-K1, ATP-induced calcium, Fluo-8 fluorescence; inhibition, % at 5.6 µM; actives 0.63% (n = 330,000); AID 463079, 2010;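 active = inhibition above that plate's mean sample inhibition plus 3 SD, cut at about 26% in these data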;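 also: 0% = ATP-challenged DMSO wells and 100% = DMSO wells without ATP; some compounds past the cut are filed as inactive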
#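 Assay system – parental CHO cells · Reagent – ATP stimulus · Detection – intracellular calcium via Fluo-8 no-wash fluorescent dye · Evaluation – percent inhibition of ATP-evoked calcium rise, normalized to controls · Controls – ATP wells versus no-ATP DMSO wells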
# TAAR1 antag – human TAAR1 antagonists, primary screen, Fluo-8 calcium fluorescence, CHO RD-HGA16 cells | Trace amine-associated receptor 1 (Homo sapiens), Q96RJ0 | antagonist | inhibition, % at 3 µM | actives 1.5% (n = 360,000);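 active = inhibition above a per-plate cutoff, the mean inhibition of test compounds on that plate plus 3 SD, cut at about 49% in these data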;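 also: 0% = DMSO plus EC80 beta-PEA response and 100% = DMSO alone without agonist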
# Target sequence (Q96RJ0 whole entry, looked up): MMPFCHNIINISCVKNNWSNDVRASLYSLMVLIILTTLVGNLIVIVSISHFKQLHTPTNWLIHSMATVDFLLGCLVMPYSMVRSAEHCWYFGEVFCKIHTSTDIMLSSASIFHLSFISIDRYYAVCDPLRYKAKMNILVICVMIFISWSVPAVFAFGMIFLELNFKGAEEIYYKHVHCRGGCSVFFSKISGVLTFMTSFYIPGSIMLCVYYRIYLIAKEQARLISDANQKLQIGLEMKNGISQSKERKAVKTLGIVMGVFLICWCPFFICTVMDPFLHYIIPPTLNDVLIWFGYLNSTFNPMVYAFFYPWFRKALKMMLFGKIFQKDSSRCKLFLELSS
#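 test system = CHO RD-HGA16 cells bearing hTAAR1 | replication = singlicate | controls = DMSO-only wells and EC80 β-PEA-stimulated wells | reagent = EC80 β-phenethylamine stimulus | read-out basis = percent inhibition of PEA-evoked calcium signal, max/basal emission ratio | schedule = seeding 17-24 h prior, 75-min 37 °C, 30-min RT dye loading | signal = kinetic Fluo-8 calcium fluorescence measurement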
# CHRM1 PAM – human M1 muscarinic receptor positive allosteric modulators, primary screen, CHO-K1 cells, Fluo-8 calcium fluorescence, 1536-well; CHO-K1 hM1, ACh EC20; 0% = ACh EC20, 100% = maximal ACh; activation, % at 3 µM; actives 0.088% (n = 360,000); in the data active = activation above about 19%, passing the limit was not always enough
# CHO-K1 Ca antag – nonselective inhibitor or artifact in parental CHO-K1 cells; AID 602250; ATP-induced calcium, Fluo-8 fluorescence; inhibition, % at 3 µM; actives 0.6% (n = 360,000);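 active = inhibition above a per-plate cutoff, the plate's mean sample inhibition plus 3 SD, cut at about 24% in these data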;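 also: 0% = DMSO plus EC80 ATP and 100% = DMSO alone without ATP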
# M1 ag – human M1 muscarinic receptor agonists, primary screen, Fluo-8 calcium fluorescence, CHO-K1 cells, HTS; Muscarinic acetylcholine receptor M1 (Homo sapiens), P11229; CHO-K1 hM1, agonist mode; 0% DMSO, 100% acetylcholine EC100; activation, % at 3 µM; actives 0.33% (n = 360,000);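 active = activation above the run's mean compound activation plus 3 SD, cut at about 16% in these data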;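 also: peak over basal fluorescence ratio within a 140 s kinetic read after compound addition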
# TAAR1 agonist – human TAAR1 agonists, primary screen, Fluo-8 calcium fluorescence, CHO RD-HGA16 cells; activation, % at 3 µM; actives 0.99% (n = 360,000); AID 624467, 2012; vehicle wells 0%, saturating PEA agonist 100%; Trace amine-associated receptor 1 (Homo sapiens), Q96RJ0;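 active = activation above the mean activation of all test compounds in the run plus 3 SD, cut at about 38% in these data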
#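 Signal – calcium-sensitive Fluo-8 signal, excitation 470-495, emission 515-575 nm · System – RD-HGA16 (CHO) cells co-expressing Gα16 and hTAAR1 · Incubation – 17-24 h seeding, 75 min 37 °C dye, 30 min RT · Compound dosing – 3 µM single concentration · Repeats – no replicates (n 1)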
# Starred values were filed as active, the others as inactive; . = no result given. Hits appear at their usual frequency; overall some 4.4% were active at least once.
SMILES,CHO-K1 Ca PAM,M1 antag,M1 ag parental,CHO parental Ca,TAAR1 antag,CHRM1 PAM,CHO-K1 Ca antag,M1 ag,TAAR1 agonist
CCOc1ccc(CNc2ccc(N3CCOCC3)c(C(=O)O)c2)cc1,14,-10,0.3,-2,14,6,-3,-6,18
CCCn1c(SCC(=O)Nc2ccccc2-c2ccccc2)nnc1-c1ccoc1C,21,12,2.1,-9,12,-11,2,-3,1
C/C(CCc1ccc2c(c1)OCO2)=N\N=C(/N)SC1CC(=O)N(c2ccccc2F)C1=O (stereo not given),13,-15,0.7,-8,11,4,2,2,6
C=CCN1CC2CC3(COc4cc(C)cc(C)c4)C=CC2(O3)C1=O (stereo not given),4,-5,0.8,-19,0,6,4,-2,14
CC(C)c1cc(C(=O)OCC(=O)NC(=O)NCc2ccco2)c(O)c(C(C)C)c1,-6,-5,0.2,-3,-19,-1,-6,-6,3
O=C1CSC(c2ccc(Cl)cc2)N1C1CCCCC1 (stereo not given),17,-14,-0.6,-21,11,3,-4,-5,10
COc1ccc(C(=O)Nc2ccccc2C(=O)NCc2ccco2)cc1OC,16,20*,3.9,-7,54*,-12,3,1,17
N=c1sccn1CC(=O)Nc1cccc(Oc2ccccc2)c1,18,10,3.4,0,3,-8,1,-3,27
COc1ccc(N2C(=O)[C@@H]3[C@H](C2=O)[C@H]2c4ccccc4C=CN2[C@@H]3C(=O)Nc2ccccc2)cc1,11,10,0.6,-9,11,-8,-1,50*,2
O=C(Oc1ccccc1C(=O)N1CCOCC1)c1ccc(Br)cc1,26,-7,2.1,-4,-1,10,-9,-5,9
CCC1(C)N([O-])C(C)=C(c2ccccc2)[N+]1=O (stereo not given),-7,8,-0.2,-6,10,-2,2,-2,1
Cn1c(N)c(C(=O)COC(=O)c2ccc3ccccc3c2)c(=O)n(C)c1=O,8,-3,0.7,-6,39,0,-12,-1,24
O=C(COC(=O)Cc1c(F)cccc1Cl)NCCC1=CCCCC1,14,-5,0.3,-25,-18,5,-5,-7,0
CCN(CC(=O)Nc1ccc(OC)cc1)C(=O)c1cc(S(=O)(=O)N2CCOCC2)ccc1N1CCCC1,8,-4,0.4,-7,-23,9,4,-5,3
O=C(C=Cc1ccc2c(c1)OCO2)C=Cc1ccc2c(c1)OCO2,18,-9,1.1,.,-9,1,-3,-6,1
CCN(CC(=O)NC(C)C)Cc1nc2c(Br)cc(Br)cc2c(=O)[nH]1,17,-9,1.5,-9,-15,5,-6,-5,0
COc1ccc(C(=O)Nc2ccc([N+](=O)[O-])cn2)c(OC)c1,-14,-4,0.1,-8,13,10,16,-4,1
CCOc1ccc(N(C)C(=O)CCc2nnc3ccc(N4CCCC4)nn23)cc1,-9,12,0.1,1,-16,2,-1,1,-1
CCOc1cc(C(=O)N(C)CC(=O)Nc2cccc3ccccc23)ccc1OC,-7,8,-0.8,-10,11,1,-11,-1,-2
Cc1cn(C2CC3OCC3O2)c(=O)[nH]c1=O (stereo not given),10,-8,0.6,-12,25,3,-4,1,9
Cc1nnsc1C(=O)N1CCN(c2ccc(F)cc2)CC1,-13,5,0.0,-2,-17,-3,2,-2,2
N#C/C(C(=O)NCc1ccco1)=C1/SC=C(c2ccccc2)N1c1ccccc1,13,-2,8.0,-8,0,2,8,-8,-2
Cc1ccc(-c2noc(CN3CCOCC3)n2)cc1,19,-10,0.5,3,17,8,-22,-1,11
O=C(O)c1cc(Cl)c(Cl)cc1C(=O)Nc1cccc2cccnc12,18,-3,0.4,-11,-17,1,-8,-4,6
Cc1ccc(S(=O)(=O)N2CCCC2C(=O)NC2CCCCC2)cc1 (stereo not given),-3,12,0.1,-5,-18,-1,-4,-1,18
CCCCN1C(=O)C(=O)N(CC(=O)Nc2sc(C)c(CC)c2C(=O)OCC)C1=O,15,-20,0.5,-17,-59,15,-12,-1,0
CSC12CCCN(CCC(C(C)(C)C)C1)C2=O (stereo not given),-10,.,-0.3,.,-16,.,-4,.,2
C[C@H]1COC(=O)[C@@H](CC(=O)OC(C)(C)C)C/C=C\C[C@@H](CC(=O)N[C@H](CO)Cc2ccccc2)C(=O)N1,-3,1,0.2,9,-8,-1,-3,-4,4
Cc1ccc(C(C(=O)NCc2ccco2)N(Cc2ccco2)C(=O)CNC(=O)c2ccco2)cc1 (stereo not given),11,3,1.6,-31,22,2,-10,-2,5
CC1C=CCC2C(=O)N(c3ccc(OC(=O)c4cccs4)cc3)C(=O)C12 (stereo not given),7,2,0.9,10,-18,8,6,-8,5
O=C(CSc1nnc(-c2ccccc2NC(=O)c2ccccc2)o1)OC1CCCCC1,22,-13,0.7,-10,-2,4,-16,-4,16
CC(C)c1cc(C(=O)NC2CCCCC2)no1,7,-6,-0.2,-6,4,2,-6,-5,22
Cc1cccc(-n2cc(CN(C)Cc3nccn3C)c(-c3cccc(F)c3)n2)c1,22,3,2.1,-16,-15,-1,-11,-8,5
O=C(OCCN1C(=O)c2cccc3c(N4CCOCC4)ccc(c23)C1=O)c1ccccc1Cl,-7,44*,18*,91*,105*,-24,23,15,128*
Cc1c(/C=C2\SC(=O)N(CC(=O)Nc3ccc4c(c3)OCO4)C2=O)c2ccccc2n1C,2,-7,0.2,-11,12,2,12,-5,0
Cc1ccc(C)c(NC(=O)c2cc(-c3cc(C)ccc3O)n[nH]2)c1,3,-11,3.0,32*,13,7,-10,-3,0

# In a second layout: two of the compounds above
# Screens in order – CHO-K1 Ca PAM, M1 antag, M1 ag parental, CHO parental Ca, TAAR1 antag, CHRM1 PAM, CHO-K1 Ca antag, M1 ag, TAAR1 agonist
Cc1cccc(-n2cc(CN(C)Cc3nccn3C)c(-c3cccc(F)c3)n2)c1
  22, 3, 2.1, -16, -15, -1, -11, -8, 5
O=C(OCCN1C(=O)c2cccc3c(N4CCOCC4)ccc(c23)C1=O)c1ccccc1Cl
  -7, 44*, 18*, 91*, 105*, -24, 23, 15, 128*

# (listing goes on)
SMILES,CHO-K1 Ca PAM,M1 antag,M1 ag parental,CHO parental Ca,TAAR1 antag,CHRM1 PAM,CHO-K1 Ca antag,M1 ag,TAAR1 agonist
COc1ccccc1NC(=S)N(CCCN(C)C)Cc1cc2cc3c(cc2[nH]c1=O)OCO3,23,-12,1.0,-26,-11,9,-21,-5,3
NC(=O)c1ccccc1NS(=O)(=O)c1cccs1,11,1,0.4,-15,-15,4,5,-3,10
O=C(COC(=O)Cc1ccc(F)cc1)NC1CCS(=O)(=O)C1 (stereo not given),-7,-8,0.6,-5,-9,5,-1,1,2
CC(=O)c1ccc(-c2c(C)cc3oc(=O)cc(-c4ccccc4)c3c2C)cc1,-1,11,0.0,-21,2,-10,-5,-6,-1
Nc1ccc(-c2nc3c(Cl)cc(N)cc3[nH]2)cc1,-5,-4,-0.1,-9,11,5,-3,-1,9
CCOc1ccc(C(=O)N/N=C/c2ccc(SC)cc2)cc1,14,-11,0.5,-10,19,10,6,-7,0
CCN(CC)C(=O)CS(=O)(=O)CC(=O)Nc1cc(OCCOC)c(Cl)cc1Cl,9,-2,1.0,-41,4,6,-6,-3,15
CC1(C)C(CC2OCC(CN3CCCCC3)O2)[C@H]2CC[C@@H]1C2 (stereo not given in full),-2,-21,2.4,-12,-17,5,1,-5,3
COc1ccc(NS(=O)(=O)c2cccc(C(=O)NN=Cc3cc(Br)c(O)c(Br)c3)c2)cc1,1,-8,-0.8,-2,-10,6,-1,-2,-1
CC(C)OC(=O)CC1C(=O)NCCN1C(=S)NC(=O)c1ccccc1Cl (stereo not given),-13,2,0.0,-3,3,3,14,-3,4
COc1ccc(NC(=S)N2CCC(C(=O)c3ccc(Cl)cc3)CC2)cc1,18,-5,0.9,.,9,1,-4,-1,0
COc1ccc(NC2=Nc3ccccc3N[C@@]23C[C@H]2CCCC(=O)N4CC[C@@H](C3)[C@@H]24)cc1,12,-13,0.8,.,1,6,-22,-6,4
COC1CC(N)C2OC(c3ccccc3)OCC2O1 (stereo not given),-10,7,0.0,.,-8,6,9,0,1
CCN1CCN(Cc2cc(=O)oc3ccc(C)cc23)CC1,-3,7,0.0,-7,-26,-2,-4,-8,1
CCc1noc(C)c1C(=O)Nc1ncc(C)s1,0,3,0.8,7,17,7,-17,-6,1
CC[C@@H](C(=O)[C@@H](C)[C@@H](O)[C@H](C)CCc1ccc(C)c(O)c1C(=O)O)[C@H]1O[C@](CC)([C@H]2CC[C@](O)(CC)[C@H](C)O2)C[C@@H]1C,-1,-6,26*,39*,67*,-19,10,61*,76*
CCCn1c(C(CO)Nc2nc(-c3cccc(Br)c3)cs2)nc2ccccc21 (stereo not given),11,-16,0.4,-30,14,13,-9,0,4
Clc1ccccc1-c1nnc2sc(-c3ccc(Br)o3)nn12,4,7,2.8,-34,12,2,-4,-3,-1
CCOc1ccc(NC(=O)c2ccc3c(c2)C(=O)N(Cc2ccncc2)C3=O)cc1,4,4,1.0,.,11,2,3,0,3
COc1ccc(C(=O)/C=C2/C(=O)Nc3ccccc32)cc1OC,2,33*,2.0,-3,30,24,-8,18*,13
NC(=O)C(=O)NN=C1C2CC3CC(C2)CC1C3,15,-18,0.5,-3,-19,15,-14,0,6
CC(c1cccnc1)N(CCN(C)C)C(=O)Nc1ccc(Cl)c(Cl)c1 (stereo not given),2,-16,-0.1,-7,-25,10,6,-8,1
COc1ccc(C)cc1N(C(=O)c1ccccc1F)c1nc2ccccc2s1,25,1,0.9,-31,-14,-3,-14,-7,-3
COc1ccc(Nc2nc(C)cc(C)c2C#N)cc1OC,2,-6,0.0,-6,-11,3,-3,-6,-2
CC(=O)c1c(C)[nH]c(C(=O)COc2ccc3c(C)cc(=O)oc3c2)c1C,10,-15,1.3,1,4,14,-17,-2,1
O=C(COc1ccc(Br)cc1)NNC(=O)c1ccc(-n2cncn2)c([N+](=O)[O-])c1,16,-10,0.8,-6,-7,8,-9,0,2

# One compound at a time (already shown). Values in the order: CHO-K1 Ca PAM | M1 antag | M1 ag parental | CHO parental Ca | TAAR1 antag | CHRM1 PAM | CHO-K1 Ca antag | M1 ag | TAAR1 agonist
# COc1ccc(C(=O)/C=C2/C(=O)Nc3ccccc32)cc1OC reads 2 | 33* | 2.0 | -3 | 30 | 24 | -8 | 18* | 13
# NC(=O)C(=O)NN=C1C2CC3CC(C2)CC1C3 reads 15 | -18 | 0.5 | -3 | -19 | 15 | -14 | 0 | 6
